# High-throughput results (PubChem BioAssay)
# RAD52 inh = blocks human RAD52 DNA annealing. P43351. recombinant RAD52 DNA annealing, FRET fluorescence. inhibition, % at 18.7 µM. 360,000 tested, 0.46% active;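 active means every replicate showing at least 50% inhibition; inconclusive means mean inhibition at least 50% but not in every replicate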
# ERp5 inh = inhibitors of human ERp5. Q15084. ERp5 insulin aggregation, absorbance 650 nm, 90 min. inhibition, % at 9.99 µM. 350,000 tested, 0.05% active;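 active means mean replicate inhibition above about 25%, with every replicate also reaching it, limit read from the data, passing the limit was not always enough; inconclusive means only one of those two criteria met; inactive means neither criterion met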
# Target sequence (Q15084 whole entry, looked up): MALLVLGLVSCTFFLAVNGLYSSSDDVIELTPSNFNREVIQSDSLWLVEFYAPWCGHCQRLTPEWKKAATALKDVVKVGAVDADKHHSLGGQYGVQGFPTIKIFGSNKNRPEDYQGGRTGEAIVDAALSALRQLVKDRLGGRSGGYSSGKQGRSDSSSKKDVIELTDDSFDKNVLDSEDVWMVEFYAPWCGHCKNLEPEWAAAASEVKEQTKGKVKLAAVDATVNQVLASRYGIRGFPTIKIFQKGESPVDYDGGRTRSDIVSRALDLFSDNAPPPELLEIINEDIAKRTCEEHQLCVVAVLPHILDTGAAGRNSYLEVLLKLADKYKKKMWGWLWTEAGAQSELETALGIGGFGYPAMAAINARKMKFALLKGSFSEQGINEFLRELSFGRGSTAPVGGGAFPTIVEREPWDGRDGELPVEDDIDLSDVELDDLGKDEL
# CASP6 VEID inh = blocks human caspase-6 cleavage activity; purified caspase-6, Z-VEID-R110 cleavage fluorescence; inhibition, % at 12.5 µM; P55212; 350,000 tested, 0.53% active;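 active means mean inhibition across replicates at least about 35%, with every replicate also reaching that limit, limit read from the data; inconclusive means only one of the two criteria met; inactive means neither criterion met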;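 further: 0% = median of neutral control wells and 100% = no fluorescence left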
# Target sequence (P55212 24-179 limits assumed): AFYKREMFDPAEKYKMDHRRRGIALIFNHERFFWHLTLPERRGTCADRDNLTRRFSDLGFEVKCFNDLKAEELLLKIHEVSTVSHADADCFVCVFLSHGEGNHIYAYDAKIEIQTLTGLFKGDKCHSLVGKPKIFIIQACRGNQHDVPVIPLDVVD
# Target sequence (P55212 194-293 limits assumed): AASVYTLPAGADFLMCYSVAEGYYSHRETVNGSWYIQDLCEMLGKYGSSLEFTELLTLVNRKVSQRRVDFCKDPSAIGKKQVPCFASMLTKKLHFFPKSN
# Starred values were filed as active, the others as inactive; ? = inconclusive. Not all compounds are listed, so the mix of outcomes need not match the whole.
SMILES,RAD52 inh,ERp5 inh,CASP6 VEID inh
Cn1c(=O)cc(OCCCC(=O)NCc2ccc(F)cc2Cl)c2ccccc21,-5,4,-2
COC1C(O)CCC2(CO2)C1C1(C)OC1CC=C(C)C (centres undefined),-1,2,1
Fc1cccc(/C=N/Nc2nc3ccccc3[nH]2)c1,9,1,2
C[C@H]1CN(S(=O)(=O)C(C)(C)C)[C@@H](CCO)/C1=C\CCO,-9,-1,-5
C#CCNC(=O)C[C@@H]1C[C@@]2(C(=O)OCC)CCC=C2N(Cc2ccc(Cl)cc2Cl)C1=O,-3,4,76*
CCc1cc[n+](CC(=O)Nc2ccc(Cl)cc2Cl)cc1,-1,2,0
CC(/C=C/c1ccc2c(c1)OCO2)=N/NC(=O)C1COc2ccccc2O1 (centres undefined),-14,0,3
Cc1cccc(OP(=O)(Nc2c(C)n(C)n(-c3ccccc3)c2=O)Oc2cccc(C)c2)c1,-7,2,-1
COc1cc(OC)cc(N2CC(C)(C)C2=O)c1,-4,1,1
CN(C)S(=O)(=O)c1cccc(N=C2NN=C(c3ccccc3)CS2)c1,-30,11,-2
CSCCC(NC(=O)c1ccccc1)C(=O)Nc1ccc(NC(C)=O)cc1 (centres undefined),-7,-1,2
COc1ccc(Br)cc1CN(C)C(C)C(=O)Nc1cccc(C(C)=O)c1 (centres undefined),-35,-1,0
O=C(NC[C@@H]1CC[C@H]2[C@H](CN2S(=O)(=O)c2ccccc2)O1)NC1CCCCC1,5,0,1
CCOc1ccccc1OCCOCCN1CCN(Cc2ccccc2)CC1,-12,-3,-7
CN(C)CCCSc1nc2ccccc2s1,39,-2,-51
Cc1ccccc1N1CCN(C2=NC(=O)/C(=C\c3cccs3)S2)CC1,-18,0,-3
CC(C(=O)NCC1CCCO1)c1ccc([N+](=O)[O-])cc1 (centres undefined),0,-1,0
CCCOc1ccc(OC(=O)Cc2ccc(OC)c(S(=O)(=O)N3CCOCC3)c2)cc1,-10,3,0
CCOC(=O)[C@]12CCC=C1N(Cc1ccc(Cl)cc1Cl)C(=O)[C@H](CC(=O)NCc1ccccc1)C2,-8,6,-2
NC(=O)c1cccnc1Nc1cccc(F)c1,1,0,-1
S=c1[nH]nc(COc2ccc(Cl)cc2)n1Cc1ccco1,-7,-3,3
COCCOC(=O)N1C(=O)[C@@]2(c3cc(C#CC4(O)CCCCCC4)ccc31)[C@H](c1ccc(OCCO)cc1)N1[C@H](c3ccccc3)[C@H](c3ccccc3)OC(=O)[C@H]1[C@@H]2C(=O)N1CCN(c2ncccn2)CC1,7,1,0
CCOC(=O)[C@]12CCC=C1N(Cc1ccc3c(c1)OCO3)C(=O)[C@H](CC(=O)NCc1ccc(OC)c(OC)c1)C2,-18,-6,5
O=c1cc(-c2ccccc2)oc2c1ccc1ccccc12,-4,7,2
Cc1ccc(/C=N/NC(=O)CSc2ccccn2)o1,-14,6,-3
Cc1ccc(NCC(=O)N/N=C/c2cc(O)ccc2[N+](=O)[O-])cc1,8,-1,2
C=CCn1cccc(C(=O)Nc2ccc(OC)c(OC)c2)c1=O,-1,-5,1
OC[C@H]1CC[C@@H]2O[C@H](CCc3ccc(-c4ccc(F)cc4)cc3)[C@H](n3cc(C4CC4)nn3)C[C@@H]2O1,-8,-2,1
CCOc1ccc(C(=O)Nc2cccc(C(=O)O)c2)cc1Cl,-5,3,2
COCc1cn([C@H]2C[C@@H]3O[C@@H](CO)CC[C@@H]3O[C@@H]2CCc2ccc(-c3ccc(OC)cc3)cc2)nn1,6,7,8
CC(C)CN(C(=O)CCc1ccccc1)c1c(N)n(CC(C)C)c(=O)[nH]c1=O,1,-6,-6
Cc1nn(-c2ccc([N+](=O)[O-])cc2)c2c1C(c1ccc(OC(F)F)cc1)N1C(=N2)C(=O)Nc2ccccc21 (centres undefined),-26,8,26
CCCCCCCCN1C(=O)N(Cc2ccc(OC)cc2)S(=O)(=O)c2ccc(F)cc21,-4,3,-1
CC(C)NC(=S)N1CCN(C(c2ccccc2)c2ccccc2)CC1,-9,3,-2
CCCCc1nnc(NC(=O)COc2ccc3c(C)cc(=O)oc3c2)s1,-18,0,-3
Cc1cc(C)c2nc3nc(C)c(C)cc3c(N)c2c1,91*,0,-34
O=C(Nc1cccn(Cc2ccccc2Cl)c1=O)NC1CCCCC1,-20,2,8
C[C@@H]1CN([C@H](C)CO)C(=O)c2c(c3ccccc3n2C)-c2ccccc2CO[C@H]1CN(C)Cc1ccccc1C(F)(F)F,3,5,-1
Cc1ccc(NC(=O)CN(C)C(=O)c2ccc(C(F)(F)F)cc2)cc1,-11,0,2
Cc1ccccc1-c1nc(C#N)c(NCc2ccco2)o1,-8,0,2

# In the list so far, these contain an aryl thioether with sulfur outside any ring.
SMILES,RAD52 inh,ERp5 inh,CASP6 VEID inh
CN(C)CCCSc1nc2ccccc2s1,39,-2,-51
Cc1ccc(/C=N/NC(=O)CSc2ccccn2)o1,-14,6,-3

# Further entries
SMILES,RAD52 inh,ERp5 inh,CASP6 VEID inh
Cc1ccc(NC(=O)Nc2ccc3c(c2)nc(C)n3C)cc1,9,9,-4
CCOC(=O)[C@]12CCC=C1N(CCC1=CCCCC1)C(=O)[C@H](CC(=O)N1CCC(c3ccccc3)CC1)C2,-2,-2,-2
C/C(=N\NC(=O)c1cccs1)c1ccc2c(c1)OCO2,-1,-2,-4
O=[N+]([O-])c1cc([N+](=O)[O-])c2n[nH]c(-c3ccccc3)c2c1,5,-3,9
O=C(NNC(=O)c1cc2ccccc2cc1O)c1cccs1,-13,4,-1
CC(=O)Nc1cc2nc3ccccc3oc-2cc1=O,-2,7,-1
CC(NC(=O)CN(C)CC(=O)Nc1ccc(F)c(F)c1F)c1ccccc1 (centres undefined),-6,0,-1
COc1ccc(C)cc1S(=O)(=O)N1CCOCC1,-9,-2,-1
O=C1C2(CCCC13COC(c1ccc(O)cc1)OC3)COC(c1ccc(O)cc1)OC2 (centres undefined),-6,-5,-1
O=C1NC[C@@H](CCCCN2CCN(CC3CCCCC3)C(=O)C2=O)N(Cc2ccccc2)C1=O,-23,-1,1
CCC(=O)NC(/C=C/c1ccccc1)c1cc([N+](=O)[O-])c2cccnc2c1O (centres undefined),-22,4,9
COc1cccc(-c2ccc(CC[C@H]3O[C@H]4CC[C@H](CO)O[C@H]4C[C@@H]3NC(=O)c3cnccn3)cc2)c1,-3,-3,4
COc1ccc(CN2CCCC(CNC(=O)c3ccc(F)cc3)C2)c(F)c1 (centres undefined),-24,-12,-5
CC(=O)NC(NC(=S)Nc1c(C)n(C)n(-c2ccccc2)c1=O)C(Cl)(Cl)Cl (centres undefined),-9,-7,-4
COc1cc(C2C(S(=O)(=O)c3ccccc3)CON2C)ccc1OCc1ccc(F)cc1 (centres undefined),-5,-8,3
CCOC(=O)C1CCN(Cc2c(O)c3ccccc3oc2=O)CC1,-6,3,0
CCN(CC)CCCN=C(N)N,-16,1,-38
CCOC(=O)c1sc(NC(=O)c2ccc(S(=O)(=O)N3CCCCCC3)cc2)nc1-c1ccccc1,-10,2,-1
N/C(=N\NC(=O)c1ccccc1)c1cc2ccccc2oc1=O,8,3,0
Cc1nc(-c2ccncc2)sc1C(=O)Nc1ccc(Br)cc1,2,4,-2

# A second format for some results above.
RAD52 inh,ERp5 inh,CASP6 VEID inh,SMILES
-22,4,9,CCC(=O)NC(/C=C/c1ccccc1)c1cc([N+](=O)[O-])c2cccnc2c1O (centres undefined)
8,3,0,N/C(=N\NC(=O)c1ccccc1)c1cc2ccccc2oc1=O
-24,-12,-5,COc1ccc(CN2CCCC(CNC(=O)c3ccc(F)cc3)C2)c(F)c1 (centres undefined)
-9,-7,-4,CC(=O)NC(NC(=S)Nc1c(C)n(C)n(-c2ccccc2)c1=O)C(Cl)(Cl)Cl (centres undefined)

# (listing goes on)
SMILES,RAD52 inh,ERp5 inh,CASP6 VEID inh
O=c1c2c(nc3nc(NCc4ccccc4Cl)[nH]n13)CCC2,-15,3,2
Cc1ccc(NC(=O)CSc2ccccn2)cc1S(=O)(=O)N1CCOCC1,-22,16,-1
N/C(Cc1cccc2ccccc12)=N\OC(=O)c1ccc(Br)o1,-53,-1,0
Cc1ccc(CN2CCN(Cc3cnn(-c4ccc(F)cc4)c3)CC2CCO)o1 (centres undefined),-11,2,-1
CC(O)CNc1nc2sc3c(c2c(=O)n1CCc1ccccc1)CCCCC3 (centres undefined),-10,-4,1
N/C(=N\OC(=O)/C=C/c1ccccc1Cl)c1ccccn1,-11,2,1
CC(C)c1ccc(NC(=O)N2CCc3ccccc3C2)cc1,-8,-2,-3
Cc1[nH]c2ccccc2c1/C=N/NC(=O)c1cc(C(C)C)[nH]n1,-18,-1,1
Cc1ccc(NCC(=O)N=Nc2c(O)[nH]c3ccc([N+](=O)[O-])cc23)cc1,-14,2,-1
O=c1[nH]c(CSc2nnc3ccccn23)nc2cc(C(F)(F)F)ccc12,-21,-6,3
CC(=O)CCc1c(C)nc2ccc(C(=O)O)cc2c1Cl,-15,-4,2
Cc1cccc(C)c1NC(=O)C1(N2C(=O)CC2c2ccccc2)CCCCC1 (centres undefined),-15,1,0
CC(C)CCCCCCCCc1cccc(O)c1C(=O)O,-4,-1,28
Cc1ccccc1NC(=S)NCCO,-8,-2,3
CC(C(=O)O)n1cc(Cl)cn1 (centres undefined),-18,1,-1
O=C(NCc1nc2ccccc2[nH]1)C1=C[C@@H](c2coc3ccccc3c2=O)C[C@@H](OCCCCO)O1,1,-5,1
C=C[C@@H](CO)NS(=O)(=O)c1ccc(Br)cc1,-4,-2,-1
O=C(c1ccccc1F)N1C[C@H]2O[C@@H](CNS(=O)(=O)c3ccccc3)CC[C@H]21,-8,2,4
COc1cccc(CN2[C@@H](CO)[C@H](c3ccccc3)C23CN(C(=O)C2CCCC2)C3)c1,-12,-9,2
CCOC(=O)/C=C/C(=O)OCC(=O)Nc1ccc(C)cc1,-1,?,-1
COc1ccc(SCCc2ccncc2)cc1,-5,0,0
O=C(C1=C(O)C(=O)N(CCCN2CCOCC2)C1c1ccc(Cl)cc1)c1cc2ccccc2o1 (centres undefined),13,4,3
Cc1nn(-c2ccccc2)c(C)c1/C=N/n1c(-c2ccncc2)n[nH]c1=S,-5,4,4
CC(=O)Nc1ccc(OCc2cccc([N+](=O)[O-])c2)cc1,-7,-1,0
O=C(NC[C@@H]1CC[C@@H]2[C@@H](CN2Cc2cccc(Cl)c2)O1)C1CCC1,-3,-4,2
O=[N+]([O-])c1ccc2c(c1)CCCO[C@]21O[C@H](CCO)C[C@H](O)[C@H]1O,-10,-2,1
Cc1cc(Cl)ccc1OCC(=O)NCC(=O)N/N=C/c1ccco1,-11,-9,-5
S=C(NCCc1ccccc1)N1CCc2ccccc2C1,-12,4,8
O=C(NCc1cccc(CNC(=O)C(=O)NCC2CCCO2)c1)C(=O)NCC1CCCO1 (centres undefined),0,3,-3
O=C(O)c1ccc(N2C(=O)c3ccc(C(=O)c4cccc([N+](=O)[O-])c4)cc3C2=O)cc1,-8,-1,1
O=S1(=O)N[C@H](Cc2ccccc2)COc2cc(Br)ccc21,1,5,2
COc1cc(/C=C/C(=O)N2CCCC=CC2=O)cc(OC)c1OC,10,5,0
C[C@@H]1CN([C@@H](C)CO)C(=O)Cc2cc(NC(=O)CCCCCC(=O)Nc3ccccc3N)ccc2O[C@H]1CN(C)Cc1ccc2c(c1)OCO2,28,-1,0
O=C(Nc1ccc(Cl)cc1)OC[C@@H]1CSCCS(=O)(=O)N1,-13,-2,4
CCOc1cc(N2CCOCC2)c(OCC)cc1NC(=O)CN1CCC(Cc2ccccc2)CC1,-10,-1,-2
O=S(=O)([N-]c1nc2ccccc2nc1-[n+]1ccc(-c2ccncc2)cc1)c1ccccc1,-31,-3,-2
CCOc1ccc(CCN2C(=S)N([C@@H](Cc3ccc(O)cc3)CN3CCC[C@@H]3CN3C(=S)NC[C@@H]3Cc3ccc(O)cc3)C[C@@H]2Cc2ccc(O)cc2)cc1,19,7,1
O=c1[nH]c2ccccc2nc1-c1nnnn1C1CCCC1,-22,-2,0
Cc1ccnc(NS(=O)(=O)c2ccc(NC(=O)C3COc4ccccc4O3)cc2)n1 (centres undefined),6,4,-1
COc1ccc(-c2noc(-c3cccnc3)n2)cc1OC,-12,2,2
CC(C)C[C@@H]1NC(=O)[C@H]2C[C@@H](C(=O)NCCCCCN)[C@@H](c3cccc(OCCO)c3)N2C1=O,16,4,-2
NCCN1CCN2C(=O)CN(C(=O)c3ccccc3)CC12 (centres undefined),-9,6,-67
Cc1cccc[n+]1CC(=O)c1ccc2c(c1)OCCO2,-3,-9,-7
Cc1ccc(OCC(=O)Nc2ccc3c(c2)OCCO3)cc1C,-21,-3,2
O=C(Nc1ccc2c(c1)OCO2)N1CCN(c2ccc(F)cc2)CC1,-9,2,3
CCOC(=O)Cc1csc(NC(=O)c2ccc(S(=O)(=O)N(CCOC)CCOC)cc2)n1,-15,-1,1
CCOC(=O)CNC(=S)N(CCCN1CCCC1)Cc1cccs1,-16,0,-6
O=C1NC[C@H](CCCCN2C[C@H](Cc3ccc(O)cc3)N(CCC3CCCCC3)C(=O)C2=O)N(CCc2ccc(O)cc2)C1=O,-6,1,1

# One compound at a time, as listed above. Values in the order: RAD52 inh	ERp5 inh	CASP6 VEID inh
# Shown for NCCN1CCN2C(=O)CN(C(=O)c3ccccc3)CC12 (centres undefined) → -9	6	-67
# Shown for Cc1ccc(OCC(=O)Nc2ccc3c(c2)OCCO3)cc1C → -21	-3	2
# Shown for CC(C)C[C@@H]1NC(=O)[C@H]2C[C@@H](C(=O)NCCCCCN)[C@@H](c3cccc(OCCO)c3)N2C1=O → 16	4	-2
# Shown for Cc1cccc[n+]1CC(=O)c1ccc2c(c1)OCCO2 → -3	-9	-7
# Shown for O=C(Nc1ccc2c(c1)OCO2)N1CCN(c2ccc(F)cc2)CC1 → -9	2	3
